# Ba/F3 V617F tox: reduced viability of JAK2V617F-dependent Ba/F3 cells, primary screen, JAK2V617F inhibitor project, cell-based, Ba/F3 EpoR-JAK2V617F, luminescence. ATP luminescence. inhibition, % at 5.6 µM. hit rate 1.1% among 220,000. AID 1446, 2008;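 active = inhibition above the campaign mean plus 3 SD over all tested compounds, cut at about 24% in these data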;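 also: cytokine-independent growth of Ba/F3 cells driven by EpoR plus mutant JAK2; 0% = DMSO-treated cells and 100% = JAK inhibitor I control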
# zfTRPN1 agonist: zebrafish TRPN1 channel agonists, primary screen, cell-based, HEK293, calcium fluorescence; transient receptor potential cation channel N1 (TRPN1/NompC), Danio rerio; HEK293 zebrafish TRPN1-YFP, Fluo-8 calcium fluorescence; 100% = response to 87 µM carbachol; activation, % at 3 µM; hit rate 0.18% among 220,000;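 active = activation above its plate's cutoff, the mean activation of test wells on that plate plus 3 SD, cut at about 19% in these data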;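 also: 0% = DMSO alone and 100% = 87 µM carbachol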
#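 Material: zebrafish TRPN1-YFP in HEK293 cells. Doses: one dose of 3 µM, 0.3% DMSO. Incubation: dye 1 h 37 °C plus 30 min RT. Measured by: intracellular calcium fluorescence with Fluo-8.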
# TNF necrop inh: inhibitors of TNF-alpha triggered necroptosis, primary screen, cell-based, Jurkat FADD-/-, single concentration; AID 463075, 2010; hit rate 0.068% among 220,000; Jurkat FADD-/- TNF necroptosis rescue, ATP luminescence, 24 h; 0 = TNF only, 100 = no-TNF cells; activation (protection from cell death), % at 10 µM;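 active = activation, meaning protection from cell death, of at least 50% relative to plate controls; inactive = activation below 50%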;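 also: necroptosis triggered by 40 ng/mL TNF-alpha added together with compound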
# BaF3 parental: parental Ba/F3 cell viability inhibition, counter-screen for JAK2V617F inhibitor project, murine pro-B, CellTiter-Glo luminescence; CellTiter-Glo ATP luminescence; inhibition, % at 5.6 µM; hit rate 1.1% among 220,000; AID 1486, 2009;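 active = inhibition above a per-campaign cutoff, the mean inhibition of all tested compounds plus 3 SD, cut at about 27% in these data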;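 also: 0% = DMSO wells and 100% = JAK Inhibitor I control wells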
# PPC-1+TRAIL kill: compounds killing PPC-1 cancer cells with TRAIL present, primary screen, TRAIL potentiator project, ATPLite luminescence, uHTS. PPC-1 cells + TRAIL, ATPLite viability luminescence. cell killing (% activity), % at 4 µM. hit rate 0.41% among 220,000. AID 1443, 2008;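 active = cell killing above 50% in the first pass at 4 µM, then a duplicate retest at 5 µM averaging 50% or more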;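 also: plate controls were cells with TRAIL plus DMSO for no effect and medium-only wells lacking cells for full effect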
# CHOP inhibitor: inhibitors of CHOP promoter induction, primary screen, cell-based, unfolded protein response, luciferase reporter | CHO-K1 CHOP-promoter luciferase, tunicamycin-induced, 15-18 h | inhibition, % at 10 µM | hit rate 3.8% among 220,000 | AID 2732, 2010;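 active = compounds that reduced the stress-induced luciferase reporter signal by more than about 70% of percent inhibition, limit read from the data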;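 also: 0% = tunicamycin plus vehicle and 100% = wells without tunicamycin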
# RBBP9 inhibitor: human RBBP9 inhibitors, primary screen, biochemical, fluorescence polarization, FP-Rh probe, HTS. AID 1515, 2009. Serine hydrolase RBBP9 (Homo sapiens), O75884. recombinant RBBP9. hit rate 0.2% among 220,000. inhibition, % at 7.94 µM;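 active = inhibition above the campaign mean of all tested compounds plus 3 SD, cut at about 14% in these data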;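 also: plate controls were DMSO wells with RBBP9 for no effect and wells lacking RBBP9 protein for full effect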
# Target sequence (O75884 whole entry, looked up): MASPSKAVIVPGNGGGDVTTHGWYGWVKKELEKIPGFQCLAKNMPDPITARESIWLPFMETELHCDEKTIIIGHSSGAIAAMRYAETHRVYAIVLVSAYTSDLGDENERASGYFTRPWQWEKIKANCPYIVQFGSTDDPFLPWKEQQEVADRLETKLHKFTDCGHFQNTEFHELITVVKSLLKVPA
#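 Test system – recombinant human RBBP9 · Input – RBBP9 2.5 µM in dispensing solution, pre-mixing · Medium – Tris buffer pH 8.0, NaCl, Pluronic · Schedule – preincubation 30 min plus labeling 45 min at 25 °C · Measured by – fluorescence polarization · Measure – % inhibition · Controls – DMSO and no-protein wells · Replicates – one well per compound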
# Wee1 degr inh: Wee1 degradation inhibitors, primary screen, cell-based, HeLa, Wee1K328M-luciferase, luminescence. reporter increase, % at 5 µM. Wee1-like protein kinase (Homo sapiens), P30291. HeLa Luc-Wee1K328M stability; 100% = proteasome inhibitor MG132 effect. hit rate 1.2% among 220,000;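 active = activation above the mean of all tested compounds plus 3 SD, set per screening run, cut at about 8.8% in these data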;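 also: cells exposed to compound for 20 h before luminescence read; 0% = DMSO alone and 100% = MG132 at 30 µM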
# Target sequence (P30291 whole entry K328M): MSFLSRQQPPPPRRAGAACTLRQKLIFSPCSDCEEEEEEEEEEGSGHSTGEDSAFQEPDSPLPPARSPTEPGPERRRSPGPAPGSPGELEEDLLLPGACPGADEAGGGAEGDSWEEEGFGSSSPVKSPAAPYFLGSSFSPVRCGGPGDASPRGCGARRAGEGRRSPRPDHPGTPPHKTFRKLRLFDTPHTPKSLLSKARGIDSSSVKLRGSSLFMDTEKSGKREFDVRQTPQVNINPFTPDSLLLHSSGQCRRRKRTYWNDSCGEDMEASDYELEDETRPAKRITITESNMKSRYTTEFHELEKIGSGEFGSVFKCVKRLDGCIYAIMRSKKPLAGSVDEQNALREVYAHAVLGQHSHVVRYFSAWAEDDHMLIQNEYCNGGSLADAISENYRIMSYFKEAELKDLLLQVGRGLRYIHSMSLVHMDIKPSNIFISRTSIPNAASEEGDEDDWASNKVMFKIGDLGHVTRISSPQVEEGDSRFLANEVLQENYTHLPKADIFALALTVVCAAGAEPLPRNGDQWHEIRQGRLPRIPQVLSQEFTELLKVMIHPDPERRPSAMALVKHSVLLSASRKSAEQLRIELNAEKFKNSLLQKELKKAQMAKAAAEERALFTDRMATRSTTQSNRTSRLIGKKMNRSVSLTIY
# TRPML3 ag: human TRPML3 channel agonists, primary screen, cell-based, HEK293 TRPML3-YFP, Fluo-8 calcium fluorescence, 3 µM | 100% = the carbachol control signal | activation, % at 3 µM | hit rate 0.29% among 220,000 | AID 1448, 2008;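 active = activation above its plate's cutoff, the mean activation of the plate's test wells plus 3 SD, cut at about 12% in these data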;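 also: 0% = DMSO only wells and 100% = carbachol wells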
#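 Material: TRPML3-YFP stable HEK293 cells | Dosing: One concentration, 3 µM nominal, 0.3% DMSO | Timing: 125 s total fluorescence read per well | Technique: Fluo-8 calcium dye fluorescence, ex 470-495, em 515-575 nm | Measure: Percent activation from peak-to-basal fluorescence ratio, scaled between DMSO and carbachol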
# Starred values were filed as active, the others as inactive; / = no result given.
SMILES,Ba/F3 V617F tox,zfTRPN1 agonist,TNF necrop inh,BaF3 parental,PPC-1+TRAIL kill,CHOP inhibitor,RBBP9 inhibitor,Wee1 degr inh,TRPML3 ag
COC(=O)C(NNc1ccccc1)(NC(=O)c1ccccc1F)C(F)(F)F (centres undefined),3,1.7,-3.5,2,13,29,4,1,-0.1
Cc1cc(NCc2ccccn2)n2nc(C)c(-c3ccc(Cl)cc3)c2n1,-1,-0.8,2.0,0,10,29,-2,2,0.6
CN(C)/C=N/c1nc2nccc(-c3cccc(Cl)c3)n2n1,-1,-2.4,-1.6,7,6,19,-11,-1,0.3
CCOc1ccc2nc(NC3=NCN(CC4CCCO4)CN3)nc(C)c2c1 (centres undefined),3,1.4,-0.7,11,/,/,-6,-1,0.8
CC1(C)CC(=O)C(CC(=O)NC(=O)NCc2ccccc2)=C(O)C1,-2,1.1,0.2,-1,11,1,-1,0,-0.7
NS(=O)(=O)c1ccccc1,-1,1.4,4.8,-6,-11,7,-2,14*,0.5
COc1ccc(NC(=O)CN(C)CC(=O)Nc2ccccc2SC)cc1Cl,-2,-0.5,0.3,-1,-8,-5,1,-1,-0.2
COC(=O)CC1=C(C(=O)OC)C(c2ccc3c(c2Cl)OCO3)C(C#N)=C(N)O1 (centres undefined),-3,0.0,-1.9,-3,-5,-18,-2,-1,0.5
CCN(CCNC(=O)C1CCN(Cc2nc(-c3ccc(Cl)cc3)oc2C)CC1)c1ccccc1,14,5.0,-13,23,11,85*,-10,-1,1.5
CCOC(=O)N1CCN(CC(=O)Nc2ccc(F)cc2F)CC1,-1,1.1,0.7,6,1,13,-5,-3,0.8
C=CCNC(=S)NNC(=O)COc1ccc(Br)cc1,1,-1.0,1.1,6,4,23,-1,-1,0.4
CC(=O)N(C)c1ccc(NC(=O)c2ccc([N+](=O)[O-])cc2Cl)cc1,-1,1.6,0.8,-1,16,-5,-6,1,0.6
Cc1cc(C)cc(NC(=O)C(=O)NCc2ccccn2)c1,3,1.0,1.2,6,13,-12,-10,8,0.4
O=C(Nc1cccc(Cl)c1)Nc1ccc2c(c1)OCO2,-3,3.6,9.2,-2,-8,62,0,1,4.8
Cc1ccc(/C=N/NC(=O)Cn2nc(C)c(Br)c2C)o1,-3,-0.7,1.1,-2,-9,12,-5,-2,0.0
COc1ccc(Cl)cc1NC(=O)C(C)NC(c1ccccc1)c1ccccc1 (centres undefined),-2,-0.4,1.9,2,9,38,-1,2,-0.1
COc1ccccc1-c1nnc(SCC(=O)Nc2ccccc2)o1,-4,0.0,-2.1,4,32,9,-3,2,-0.7
Cc1ccc(NC(=O)CCC(=O)NNC(=O)C(c2ccccc2)c2ccccc2)c(C)c1,0,0.6,-1.7,0,27,26,-6,0,0.3
Cc1cc(N(C)C)c(C#N)c(NCc2ccccc2)n1,-1,-0.4,-0.8,0,32,13,3,0,0.1
CCc1ccc(-c2nc(CN3CCC(C(=O)N4CCN(c5ccccc5)CC4)CC3)c(C)o2)cc1,9,3.2,-13,20,28,98*,-4,0,4.0
Cc1csc(OCc2ccc(C#N)cc2)n1,2,0.6,0.5,0,-8,-14,-8,-3,0.8
CC(C)(C)C(=O)Nc1ccc(C(=O)NCc2cccnc2)cc1,5,0.1,0.2,6,-4,8,-14,-2,0.8
CCCc1nn(C(=O)c2ccccc2)c2c1C(=O)CC(C)(C)C2,-2,-0.2,-0.6,2,3,25,-11,0,1.1
COC(=O)c1cc(=O)nc2sc(-c3cccs3)nn12,-3,0.3,-0.7,4,-5,28,10,2,0.3
O=C(NCc1ccc(OC(F)(F)F)cc1)C12CN(Cc3ccccc3)CC1C(c1cccc([N+](=O)[O-])c1)=NO2 (centres undefined),-1,1.7,1.4,4,-11,-15,-3,26*,1.1

# Overlap with the part before: 2 compounds, followed by the next part.
SMILES,Ba/F3 V617F tox,zfTRPN1 agonist,TNF necrop inh,BaF3 parental,PPC-1+TRAIL kill,CHOP inhibitor,RBBP9 inhibitor,Wee1 degr inh,TRPML3 ag
COC(=O)c1cc(=O)nc2sc(-c3cccs3)nn12,-3,0.3,-0.7,4,-5,28,10,2,0.3
O=C(NCc1ccc(OC(F)(F)F)cc1)C12CN(Cc3ccccc3)CC1C(c1cccc([N+](=O)[O-])c1)=NO2 (centres undefined),-1,1.7,1.4,4,-11,-15,-3,26*,1.1
Cc1ccc(S(=O)(=O)Nc2cc(C)c(O)c(S(=O)(=O)c3ccc(C)cc3)c2)cc1,1,-0.8,-0.9,5,23,-4,0,2,-1.4
COc1ccc(OC)c(N/C(C)=C/C(=O)c2ccc(C)o2)c1,1,0.6,-1.6,4,-15,2,-8,-1,-0.3
O=C1CC(N2CCN(c3ccccc3)CC2)C(=O)N1Cc1ccc(Cl)cc1 (centres undefined),-2,0.9,2.5,1,/,-2,-10,-1,-0.3
CCOC(=O)c1ccc(NC(=O)c2cc(F)c(F)cc2Cl)cc1,5,0.2,0.3,9,-4,4,2,0,-0.3
CC(C)(C)N1C(=O)c2ccc(C(=O)NCc3ccco3)cc2C1=O,-3,-0.4,-1.4,-1,10,-22,-1,1,0.2
O=C(C[n+]1cc(-c2ccccc2)n2c1CCCCC2)c1ccc(Br)cc1,61*,-1.6,1.7,73*,11,-3,7,1,-0.2
COC(=O)COc1c(Cl)cc(Cl)c2ccc(C)nc12,0,-1.4,0.0,4,2,-13,-6,-1,0.4
CCOC(=O)Cc1nnc2c(Nc3ccccc3F)nc3nonc3n12,4,8.8,-1.9,10,25,27,-6,-3,4.6
CCOCC(=O)Nc1ccccc1C(=O)N1CCOCC1,2,2.5,-0.9,7,10,8,0,-2,-0.1
O=C(CNC(=O)c1ccc(Oc2ccccc2)cc1)OC1CCCCC1=O (centres undefined),-1,1.3,0.6,7,18,-13,-8,0,0.2
CN1CCN(S(=O)(=O)c2cccc(C(=O)NC3CCCc4ccccc43)c2)CC1 (centres undefined),-8,-0.8,1.6,3,23,17,4,-2,1.5
CC(OC(=O)CCc1nc2ccccc2c(=O)[nH]1)C(=O)Nc1ccc2c(c1)OCO2 (centres undefined),0,-1.4,-0.8,-4,24,10,-5,1,0.8
O=C1C2CCCN2c2ccc(S(=O)(=O)N3CCOCC3)cc2N1Cc1ccccc1F (centres undefined),-2,0.4,-1.2,9,4,13,-2,1,0.2
C=CCn1c(N)c(C(=O)NCc2ccco2)sc1=S,-2,1.2,-0.5,6,-2,31,-5,1,-0.4
CCCc1ccc(O)c(N=Cc2cc(Br)cc(OCC)c2O)c1,0,0.8,-4.9,12,-3,97*,-4,2,0.2
CCN(C(=O)CSc1ncccc1C(=O)OC(C)C)c1cccc(C)c1,-2,-0.8,-2.0,3,-23,42,6,0,-1.0
CC1(C)Cc2ccccc2C2=NNC(=O)C2=N1,-2,-0.8,-7.8,8,44,23,4,-1,-0.8
CCOC(=O)c1ccc(N/C=C/C(=O)c2ccc(OC)c(OC)c2)cc1,-2,-0.1,2.0,0,8,62,-1,0,-0.2
CCN1CCN(CNC(=O)c2cnccn2)CC1,-2,1.1,-1.5,2,7,25,-7,5,1.0
CC(=O)c1cc2c(cc1NC(=O)CSc1nc3ccc(C)cc3[nH]1)OCO2,-3,-1.2,1.1,3,-3,10,-3,-1,-0.6
CCCCN(C)C(=O)c1sc2ncn(CC)c(=O)c2c1C,2,1.1,-1.3,3,27,-12,-6,-3,-0.9
COc1ccccc1C(=O)Nc1ccc(Cc2ccncc2)cc1,-1,1.8,0.5,6,6,6,-1,1,2.4
Nc1nc(SCC(=O)N2CCCc3ccccc32)n(-c2ccccc2)n1,-2,0.1,-0.6,8,38,0,-6,0,0.2
Cc1cc(-c2csc(N)n2)c(C)n1Cc1ccco1,-1,-0.1,-2.0,4,6,43,-6,7,0.3
Cc1nccn1CCC(=O)Nc1ccc(Cl)cc1,2,0.3,2.1,3,-1,1,-10,-2,1.0
SMILES,Ba/F3 V617F tox,zfTRPN1 agonist,TNF necrop inh,BaF3 parental,PPC-1+TRAIL kill,CHOP inhibitor,RBBP9 inhibitor,Wee1 degr inh,TRPML3 ag
C=CCn1c(N)c(C(=O)NCCC2=CCCCC2)sc1=S,-2,-1.6,-0.5,3,15,52,-2,4,-0.8
Cc1nc(-c2ccc(S(=O)(=O)Oc3ccccc3Cl)s2)cs1,0,0.6,-6.8,4,12,4,-13,-2,1.2
COc1ccc(N2C(=O)C3C(C2=O)C2C=CC3C23CC3)c([N+](=O)[O-])c1 (centres undefined),0,0.2,0.6,5,6,7,-3,0,0.8
CN(C)C(=O)CSc1nnc(NC(=O)CCc2ccccc2)s1,4,-1.1,-0.7,-7,-16,7,-8,0,0.7
Cn1c(Cn2c(=O)sc3ccccc32)nnc1SCC(=O)N1CCCc2ccccc21,-1,0.0,-0.5,6,3,1,-8,-1,0.1
O=C(Cn1nnc(-c2ccccc2)n1)NCc1ccccc1,2,-0.9,-0.8,2,11,-1,-4,0,-0.3
O=C(Nc1ccc(Cl)c(Cl)c1)N1CCC(N2CCCCC2)CC1,-2,0.9,-1.3,4,3,-2,-3,1,0.6
Cc1ccc(NC(=O)CSCc2ccc(F)cc2)cc1,-1,-1.5,53*,5,-4,26,-2,1,0.0
N#Cc1cc(C(=O)c2ccccc2OCC(=O)Nc2ccccc2Cl)cn(C2CCCCC2)c1=O,0,1.3,4.3,3,16,21,-4,0,0.1
Cc1ccc(NC(=O)C2CCN(S(=O)(=O)c3c(C)noc3C)CC2)cc1C,-2,-0.1,1.2,4,-4,12,-6,1,0.8
Cc1cc2ccccc2nc1SCC(=O)NC1CCCC1,1,-3.5,0.7,12,-12,38,-2,0,0.6
CCn1c(CNc2ccc(F)cc2)nnc1SCC(=O)Nc1ccccc1OC,-1,1.2,1.7,3,5,14,2,1,0.1
C/C(=N\NC(=O)CNC(=O)C(c1ccccc1)c1ccccc1)c1ccc(C(C)(C)C)cc1,1,-0.2,1.5,7,-1,86*,-4,2,0.3
C/C(=N\NC(=O)CN1CCN(S(=O)(=O)c2ccc(C)cc2)CC1)c1ccc(O)cc1,-3,0.8,0.3,3,11,-21,-14,4,0.9
O=C(NC(NCc1ccccn1)(C(F)(F)F)C(F)(F)F)c1ccco1,0,0.0,-2.9,2,-7,3,-4,0,-0.6
CC(=O)C1=C(O)C(=O)N(CCc2c[nH]c3ccccc23)C1c1ccc(O)cc1 (centres undefined),-1,0.4,-0.6,3,0,20,-5,4,-0.9
